NadD inh = blocks S. aureus nicotinate mononucleotide adenylyltransferase | actives 0.78% (n = 360,000) | purified NadD enzyme, colorimetric absorbance read-out | AID 602399 | inhibition, % at 20 µM; in the data active means inhibition above about 26%; further: some compounds past the cut are filed as inactive
LMPTP inh = LMPTP (human) inhibition | inhibition, % at 20 µM | recombinant LMPTP-A, OMFP fluorogenic substrate, fluorescence intensity | actives 0.22% (n = 360,000);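 active means compounds that cut the enzyme signal by at least half of the control window in the single-dose screen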;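 further: plate controls were DMSO wells with enzyme plus substrate for no effect and substrate without enzyme for full effect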
Target sequence (P24666 whole entry, looked up): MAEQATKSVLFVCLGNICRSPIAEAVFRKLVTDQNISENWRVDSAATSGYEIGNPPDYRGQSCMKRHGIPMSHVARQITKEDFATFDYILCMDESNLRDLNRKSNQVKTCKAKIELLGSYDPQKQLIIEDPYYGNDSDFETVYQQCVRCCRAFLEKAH
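Material: LMPTP-A; amount: 0.625 nM enzyme; doses: single 20 µM dose; times: reaction 50 min, room temperature, dark; technique: fluorescence intensity of OMFP turnover product; benchmarks: no-enzyme and uninhibited controls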
Scp-1 inhibitor = inhibitors of human Scp-1 phosphatase; AID 493091; inhibition, % at 20 µM; actives 0.88% (n = 340,000); Recombinant Scp1, phosphopeptide, malachite green phosphate absorbance; Q9GZU7;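 active means inhibition above about 50% at 20 µM, limit read from the data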;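 further: plate controls were DMSO wells with enzyme for no effect and wells lacking enzyme for full effect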
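assay system = SCP-1 phosphatase catalytic domain, residues 76-261 | buffer or medium = 50 mM Tris acetate pH 5.5, 0.005% Tween-20, 10 mM MgCl2 | incubation = enzyme reaction 45 min at room temperature, colour 5 min, stabilisation 30 min | signal = Phosphate-binding colour reagent, absorbance read at 630 nm | measure = % inhibition at 20 µM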
NRP1-CendR mod = modulators of CendR peptide binding to human neuropilin-1; O14786; FAM-RPARPAR peptide binding to NRP-1, fluorescence polarization; inhibition, % at 25 µM; actives 0.85% (n = 360,000);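 active means inhibition or corrected inhibition above about 18%, plus a signal ratio from 0.5 to 1.5, limit read from the data, passing the limit was not always enough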; further: strong numbers were not always called active
DNMT1 block = DNMT1 (human) enzyme inhibition; P26358; DNMT1 molecular beacon, Hinp1I cleavage, fluorescence; inhibition (reported as % activation of signal), % at 10 µM; actives 0.83% (n = 360,000); AID 588458; in the data active means inhibition above about 50%
SUMO1-SIM PPI = modulators of human SUMO1-mediated protein-protein interactions | P63165 | SUMO1 binding to a labelled peptide, TR-FRET, 1 h | inhibition, % at 20 µM | actives 0.33% (n = 360,000); in the data active means inhibition above about 37%
Target sequence (P63165 whole entry, looked up): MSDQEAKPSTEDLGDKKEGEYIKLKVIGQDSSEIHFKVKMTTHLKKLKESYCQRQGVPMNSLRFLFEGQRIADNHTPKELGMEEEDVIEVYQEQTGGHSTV
STEP block = blocks human striatal-enriched tyrosine phosphatase; actives 0.25% (n = 360,000); inhibition, % at 20 µM; recombinant STEP, OMFP fluorogenic substrate, fluorescence; P54829;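 active means inhibition at 20 µM, scaled per plate between control wells, above about 37%, limit read from the data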;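 further: 0% = DMSO with enzyme and substrate and 100% = substrate only without enzyme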
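System: STEP (striatal-enriched tyrosine phosphatase) enzyme, cell-free; medium: Bis-Tris pH 6.0 buffer with DTT, detergent; dosing: 20 µM, 1% DMSO; times: reaction 20 min, ambient temperature; detection: fluorescence, 480/540 nm; read-out basis: normalized % inhibition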
Tb MetRS inh = Trypanosoma brucei MetRS inhibition. purified T. brucei MetRS, ATP depletion, Kinase-Glo luminescence. inhibition, % at 11.9 µM. actives 0.4% (n = 360,000). AID 624268;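 active means inhibition above a per-plate cutoff of the control wells' mean inhibition plus 3 SD, cut at about 5.5% in these data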;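 further: 0% = DMSO wells median and 100% = median of wells with control inhibitor compound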
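technique = Kinase-Glo luminescence, ATP depletion format | system = purified MetRS (methionyl-tRNA synthetase) enzyme from Trypanosoma brucei | timing = 15 min preincubation, 2 h reaction, all 25 °C | evaluation = percent inhibition versus plate control medians | dosing = single dose, 11.9 µM final nominal, 0.9% final DMSO | also added = substrates ATP, L-methionine and bulk Escherichia coli tRNA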
Neddylation inh = cullin neddylation inhibition | actives 0.58% (n = 360,000) | TR-FRET cullin neddylation, biochemical | calls only at 25 µM | P61081+Q13564 | AID 651699; in the data active means inhibition above about 36%
Target sequence (P61081 whole entry, looked up): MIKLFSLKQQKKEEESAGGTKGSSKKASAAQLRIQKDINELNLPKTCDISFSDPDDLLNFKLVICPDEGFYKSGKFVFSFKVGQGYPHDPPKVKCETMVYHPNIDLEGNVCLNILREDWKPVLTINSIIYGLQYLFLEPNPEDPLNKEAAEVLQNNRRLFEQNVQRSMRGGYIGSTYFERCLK
Target sequence (Q13564 whole entry, looked up): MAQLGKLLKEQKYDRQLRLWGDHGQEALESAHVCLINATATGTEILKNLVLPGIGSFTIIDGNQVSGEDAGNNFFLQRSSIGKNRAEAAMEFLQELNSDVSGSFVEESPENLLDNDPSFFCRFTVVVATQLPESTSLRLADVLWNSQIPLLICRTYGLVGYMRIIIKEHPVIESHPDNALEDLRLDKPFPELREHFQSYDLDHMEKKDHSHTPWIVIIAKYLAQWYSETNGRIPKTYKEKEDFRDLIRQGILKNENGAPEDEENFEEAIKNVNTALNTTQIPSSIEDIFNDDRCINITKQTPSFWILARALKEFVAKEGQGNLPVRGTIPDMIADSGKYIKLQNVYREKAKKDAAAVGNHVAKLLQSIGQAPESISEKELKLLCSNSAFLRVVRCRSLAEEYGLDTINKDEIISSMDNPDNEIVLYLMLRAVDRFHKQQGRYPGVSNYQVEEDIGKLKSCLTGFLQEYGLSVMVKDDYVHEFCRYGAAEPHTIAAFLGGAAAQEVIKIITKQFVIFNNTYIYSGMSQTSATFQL
SKN-1 inh = inhibitors of C. elegans SKN-1; inhibition, % at 21.8 µM; actives 0.49% (n = 360,000); C. elegans VP596 Pgst-4::GFP/RFP ratio, acrylamide-induced, 24 h;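 active means interference check ratio from 0.5 to 1.5 plus GFP to RFP signal ratio inhibition reaching or exceeding a fixed threshold, cut at about 30% in these data, passing the limit was not always enough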; further: some compounds called inactive have numbers as strong as hits
* hit, by the source's call; i = inactive; · = not tested or not shown.

SMILES | NadD inh | LMPTP inh | Scp-1 inhibitor | NRP1-CendR mod | DNMT1 block | SUMO1-SIM PPI | STEP block | Tb MetRS inh | Neddylation inh | SKN-1 inh
COc1ccc(OC)c(/C=C/C(=O)OCC(=O)Nc2ccc(Cl)c(S(=O)(=O)N(C)C)c2)c1 | -5 | 2.9 | -6 | 0 | -2 | 1 | -2 | -0.7 | · | 6
CCN(CC)C(=O)C(=O)c1cn(CC(=O)NCC2CCCO2)c2ccccc12 (stereo unspecified) | -2 | -1.0 | 0 | 2 | 4 | -3 | -2 | -0.4 | i | 0
COc1cc2ncc(S(=O)(=O)c3ccccc3)c(N3CCCC(C)C3)c2cc1OC (stereo unspecified) | 4 | 2.4 | 17 | 5 | -6 | 4 | -1 | -2.0 | i | 3
COc1ccc(-c2cc(C(F)(F)F)nc(NCc3ccco3)n2)cc1OC | -4 | 3.3 | -7 | 2 | -8 | -2 | 1 | -1.1 | i | -4
C/C(=N\NC(=O)C1CC1)c1ccc(C)c(C)c1 | 1 | -1.8 | -6 | 14 | -1 | -3 | -2 | -0.4 | i | -8
COc1ccc(Br)cc1CNC(=O)C1CCC(=O)N1C(C)C (stereo unspecified) | -1 | 0.1 | -10 | -1 | 5 | -1 | -1 | 0.6 | i | 0
CSc1cccc(NC(=O)N2CCN(C)CC2)c1 | -6 | -1.8 | -7 | -2 | 2 | 0 | 3 | -0.6 | i | 3
CCN(CC(=O)Nc1ccccc1C(F)(F)F)C(=O)CCSc1ccc(F)cc1 | 0 | 0.2 | 0 | -6 | 1 | 0 | 0 | -0.4 | i | 2
CCOc1ccc(S(=O)(=O)Nc2cccc(C(=O)NCCCN3CCCC3=O)c2)cc1 | 4 | -1.4 | -5 | -3 | 1 | 7 | 3 | -0.1 | i | -2
COc1ccccc1C(=O)Nc1nnc([C@@H]2C[C@H](O)[C@@H](CO)O2)s1 | -3 | -0.7 | · | 4 | 6 | -3 | 2 | -0.3 | i | 19
O=C(N/N=C/c1ccccc1O)NC12CC3CC(CC(C3)C1)C2 | 3 | 1.7 | -7 | 4 | -7 | -5 | -3 | -0.7 | i | -16
COc1ccc(-c2sc3ccc(N4CCOCC4)cc3c2C#CCCO)cc1 | -9 | 1.2 | 6 | 9 | -35 | -15 | -1 | 0.0 | i | 2
Nc1nc(SCCO)[nH]c(=O)c1NC(=O)c1ccc(Br)o1 | -3 | 0.5 | 3 | -6 | 0 | 8 | 0 | -0.3 | i | 13
Cc1nnc2sc(-c3ccc(-c4ccc(Cl)c(C(F)(F)F)c4)o3)nn12 | -10 | 2.2 | -12 | -9 | 3 | -2 | 6 | -1.2 | · | -14
COC(=O)c1sccc1NC(=O)CC1C(=O)NCCN1C(=O)Nc1ccccc1 (stereo unspecified) | -3 | -0.6 | -14 | -1 | -4 | -2 | -2 | -0.7 | i | -8
Cc1ccc[n+](C(C)C(=O)c2ccc(Cl)cc2)c1 (stereo unspecified) | 0 | -1.7 | -4 | 0 | 0 | 0 | -2 | 0.0 | i | 9
CC(Nc1nc(=S)nc(Nc2ccc(F)cc2)[nH]1)c1ccccc1 (stereo unspecified) | 31* | 3.9 | -4 | 0 | -2 | 12 | 4 | -0.1 | i | 15
O=C(Cn1cc([N+](=O)[O-])cn1)NCC1CCCO1 (stereo unspecified) | 4 | -0.7 | -2 | -6 | -1 | -14 | -1 | 0.7 | i | -13
O=C(COC(=O)CNC(=O)c1ccc(F)cc1)Nc1cccc(S(=O)(=O)N2CCCC2)c1 | 1 | 0.3 | -10 | -3 | 1 | 5 | -1 | 0.1 | i | 1
O=C(OCC#CCSc1nnc(-c2ccccc2)o1)c1cccs1 | -10 | 1.2 | -13 | 4 | -5 | 0 | 1 | -0.6 | i | -11
CC(C)(C)c1ccc(S(=O)(=O)N2CCN(CC(O)COCC3CCCO3)CC2)cc1 (stereo unspecified) | 0 | 0.1 | -3 | -1 | -3 | 8 | 1 | -0.3 | i | 16
COc1ccc(-n2nc(C(=O)NCC(=O)NC3CCCC(C)C3C)c3ccccc3c2=O)cc1 (stereo unspecified) | -4 | 0.9 | -9 | -1 | -1 | -5 | 0 | -0.2 | · | 13
O=C(NCc1cccs1)C(=O)c1cn(CC(=O)N2CCOCC2)c2ccccc12 | -5 | -0.6 | -9 | -6 | 1 | -11 | 0 | 1.0 | i | 4
Cc1ccc2nc(SCC(=O)NCc3ccco3)nc(=O)n2c1 | -7 | -1.2 | 22 | -9 | 16 | 4 | 2 | -0.3 | i | 7

Single entries from the entries so far.
O=C(NCc1cccs1)C(=O)c1cn(CC(=O)N2CCOCC2)c2ccccc12 @ Tb MetRS inh: 1.0
COc1ccc(-n2nc(C(=O)NCC(=O)NC3CCCC(C)C3C)c3ccccc3c2=O)cc1 (stereo unspecified) @ Tb MetRS inh: -0.2

Other records.
SMILES | NadD inh | LMPTP inh | Scp-1 inhibitor | NRP1-CendR mod | DNMT1 block | SUMO1-SIM PPI | STEP block | Tb MetRS inh | Neddylation inh | SKN-1 inh
CCc1nn(C(CC)C(=O)NCCCc2ccccc2)c(=O)c2cc3occc3n12 (stereo unspecified) | -3 | 2.6 | 10 | 2 | -2 | -1 | 0 | -0.5 | i | -14
Cc1cc(C)n2nc(SCc3ncc(-c4ccccc4)o3)nc2n1 | -3 | -0.5 | 0 | 0 | -2 | 2 | -4 | -0.8 | i | -8
O=C(NNC(=S)NC(=O)c1ccc(Br)cc1)c1cccc([N+](=O)[O-])c1 | 6 | 3.8 | -10 | -10 | -2 | -2 | 4 | -0.2 | i | 5
CC(C)(CNC(=O)c1ccc([N+](=O)[O-])c(Cl)c1)CNC(=O)c1ccc([N+](=O)[O-])c(Cl)c1 | -7 | 2.3 | -7 | -1 | -10 | -13 | -2 | -1.6 | i | -11
Cc1nn2c(NCCN(C)C)c3c(nc2c1-c1ccccc1)CCCC3 | -16 | 18 | -4 | -1 | -5 | 2 | -2 | -0.4 | i | 13
CC(=O)c1ccc(NC(=O)CCCN2C(=O)/C(=C/C(C)=C/c3ccccc3)SC2=S)cc1 | 3 | 3.9 | -14 | -41 | 8 | -10 | -1 | -0.7 | i | 3
CCN1CCc2nc(NC(=O)c3ccc4c(c3)OCCO4)sc2C1 | -4 | 4.3 | -4 | -42 | -7 | -7 | 0 | -0.2 | i | -3
NC(=O)c1ccc(NS(=O)(=O)c2ccc(Br)s2)cc1 | 0 | 0.3 | -5 | -14 | 2 | 7 | -3 | 0.4 | i | 18
CCC(C)(C)NC(=O)C(c1ccncc1)N(C(=O)c1sc(C)nc1C)c1ccc(F)cc1 (stereo unspecified) | -7 | -0.3 | 0 | 7 | 2 | -2 | -3 | -0.4 | i | 6
Cc1ccc(C(=O)COC(=O)c2n[nH]c(=O)c3ccccc23)cc1 | -3 | -0.3 | -5 | 2 | 7 | 1 | -1 | -1.1 | i | 2
NC(=O)CSc1nc2ccccc2nc1SCC(N)=O | 7 | -0.1 | 2 | 6 | 0 | -7 | 0 | 0.2 | i | 9
CC1CC(c2ccccc2)n2nc(NC(=O)CCc3ccccc3)nc2N1 (stereo unspecified) | 6 | 1.0 | 4 | -1 | 2 | 1 | -3 | -2.2 | i | -15

Compound profiles (already shown):
Listed for CC(C)(CNC(=O)c1ccc([N+](=O)[O-])c(Cl)c1)CNC(=O)c1ccc([N+](=O)[O-])c(Cl)c1 = NadD inh = -7; LMPTP inh = 2.3; Scp-1 inhibitor = -7; NRP1-CendR mod = -1; DNMT1 block = -10; SUMO1-SIM PPI = -13; STEP block = -2; Tb MetRS inh = -1.6; Neddylation inh = i; SKN-1 inh = -11
Listed for Cc1cc(C)n2nc(SCc3ncc(-c4ccccc4)o3)nc2n1 = NadD inh = -3; LMPTP inh = -0.5; Scp-1 inhibitor = 0; NRP1-CendR mod = 0; DNMT1 block = -2; SUMO1-SIM PPI = 2; STEP block = -4; Tb MetRS inh = -0.8; Neddylation inh = i; SKN-1 inh = -8
Listed for CC1CC(c2ccccc2)n2nc(NC(=O)CCc3ccccc3)nc2N1 (stereo unspecified) = NadD inh = 6; LMPTP inh = 1.0; Scp-1 inhibitor = 4; NRP1-CendR mod = -1; DNMT1 block = 2; SUMO1-SIM PPI = 1; STEP block = -3; Tb MetRS inh = -2.2; Neddylation inh = i; SKN-1 inh = -15

Next section
SMILES | NadD inh | LMPTP inh | Scp-1 inhibitor | NRP1-CendR mod | DNMT1 block | SUMO1-SIM PPI | STEP block | Tb MetRS inh | Neddylation inh | SKN-1 inh
Cc1oc(S(=O)(=O)N2CCOCC2)cc1C(=O)Nc1ccc(F)cc1 | -8 | -0.4 | -11 | 10 | 3 | -2 | -2 | 0.1 | i | -5
Cn1c(CNC(=O)C(Cc2ccccc2)NC(=O)c2ccccc2)cc(=O)n(C)c1=O (stereo unspecified) | -4 | -0.1 | -8 | 11 | 1 | 3 | -2 | -0.4 | i | -8
COc1cc(/C=N/n2cnnc2)ccc1OCC(=O)N1CCOCC1 | -2 | -1.1 | -5 | 7 | 2 | -2 | -1 | -0.1 | i | -5
CC(C)(C)c1ccc(C(=O)N2CCCN(c3ccc([N+](=O)[O-])cn3)CC2)cc1 | -1 | 0.4 | -7 | 3 | -4 | -14 | -2 | -0.2 | i | 5
COc1ccc(S(=O)(=O)N(C)C)cc1NC(=O)C1CCN(c2ncnc3sc(C)c(C)c23)CC1 | 13 | -6.6 | 6 | 6 | -14 | -15 | 0 | -0.5 | i | -1
CCN1CCCC1CNC(=O)CCNC(=O)c1cc(OC)c(OC)c(OC)c1 (stereo unspecified) | -5 | -2.7 | -9 | 4 | 1 | -3 | -1 | -0.2 | i | 6
CC(C)CC(=O)NC(=S)Nc1nc(-c2cccc3ccccc23)cs1 | 11 | 2.5 | -10 | -4 | -2 | -1 | -5 | -1.4 | i | -8
C[C@@H]1CN([C@@H](C)CO)C(=O)CCCn2cc(nn2)CO[C@H]1CN(C)S(=O)(=O)c1cccc(F)c1 | 0 | -0.9 | · | 3 | 3 | 7 | 1 | -0.9 | i | 12
Cc1sc2nc(CSCC(=O)N3CC(C)OC(C)C3)[nH]c(=O)c2c1C (stereo unspecified) | 4 | -9.2 | -4 | -17 | 2 | -40 | -2 | -0.4 | i | 25
O=C(CCn1c(=S)oc2ccccc21)Nc1ccc2c(c1)OCCO2 | -2 | -0.9 | -5 | -9 | 4 | -1 | 3 | -0.8 | i | 15
O=C(Cn1cccc1C(=O)c1ccccc1)NCc1ccccn1 | 6 | -1.8 | 7 | 8 | 0 | -1 | 4 | 0.0 | i | 5
Cc1ccc(CNC(=O)C2CCCN2S(=O)(=O)c2ccc(F)cc2)cc1 (stereo unspecified) | -7 | -0.2 | -5 | 1 | -1 | -1 | -3 | -2.0 | i | 0
COc1cccc(CNC(=O)CN2C(=O)CC(c3ccccc3)=Nc3ccccc32)c1 | -3 | 0.0 | -2 | -7 | 1 | -3 | 2 | 0.4 | i | 9
CCCCC(CC)CN1CN(CC(CC)CCCC)CC(C)(N)C1 (stereo unspecified) | -11 | -0.4 | -1 | -11 | 13 | -36 | 0 | -0.3 | i | -1
